Compound activity deposited in PubChem by National Center for Advancing Translational Sciences (NCATS).
PI4K2A block – qHTS for small molecular inhibitors of PI4K2A; AID 1346378, 2018; Phosphatidylinositol 4-kinase type 2-alpha (Homo sapiens), Q9BTU6; purified PI4K2A, ADP-Glo luminescence, 1 h; active compounds read low; hit rate 0.13% among 420,000; activity change, negative = inhibition, % at 76.9 µM; in the data active = activity change below about -50%;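 note: -100% = wells without enzyme as full effect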
Target sequence (Q9BTU6 whole entry, looked up): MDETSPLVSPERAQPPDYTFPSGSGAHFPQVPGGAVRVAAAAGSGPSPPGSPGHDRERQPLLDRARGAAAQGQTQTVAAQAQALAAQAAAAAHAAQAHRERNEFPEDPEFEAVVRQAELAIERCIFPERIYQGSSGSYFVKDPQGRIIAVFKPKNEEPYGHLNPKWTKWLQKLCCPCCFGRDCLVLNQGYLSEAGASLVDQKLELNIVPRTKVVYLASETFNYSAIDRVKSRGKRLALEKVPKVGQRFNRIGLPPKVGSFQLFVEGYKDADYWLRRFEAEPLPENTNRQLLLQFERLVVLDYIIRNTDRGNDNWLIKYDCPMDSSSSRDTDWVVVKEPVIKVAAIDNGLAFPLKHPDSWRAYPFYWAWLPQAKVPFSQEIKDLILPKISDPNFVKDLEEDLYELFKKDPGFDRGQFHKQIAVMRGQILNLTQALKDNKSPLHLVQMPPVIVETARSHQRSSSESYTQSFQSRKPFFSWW
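Compounds are screened against recombinant PI4K2A using PI as substrate and ATP, the latter dispensed at 300 microM. Reactions run one hour at ambient temperature before ADP-Glo detection; full inhibition defined by wells lacking enzyme.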
An asterisk follows results filed as active; & = joins results of further samples.

SMILES | PI4K2A block
CCC(=O)N1CCc2cc(Br)c(S(=O)(=O)N3CCCC(C(=O)NC(C)(C)C)C3)cc21 (stereo not drawn) | -3.9
COc1ccc(S[C@]2(C(=O)N3CCCC3)CC(=O)N(C(=O)Nc3ccc(C)c(Cl)c3)[C@@H]2c2ccc(OC)cc2)cc1 | 6.1
CCCC[C@H]1C2CC(OC(=O)Nc3cc(C)cc(C)c3)C(C2)[C@H]2CCCCN21 (stereo partly drawn) | -7.2
CCCCCCC(=O)NC1CCCCN(Cc2cccc(Cl)c2)C1=O (stereo not drawn) | 1.6
CCOC(=O)N1CCN(C(=O)C[C@H]2C[C@@]3(C(=O)OC)C(=C[C@H](C(C)C)O[C@@H]3C3CC3)N(Cc3cccc4ccccc34)C2=O)CC1 | 0.3
Cc1ccc(C(=O)CSc2nnc(-c3ccccn3)n2-c2ccccc2)cc1 | -0.8
COC(=O)[C@]12C[C@H](CC(=O)N3CCN(C(=O)C4CC4)CC3)C(=O)N(Cc3ccco3)C1=C[C@H](C(C)C)O[C@@H]2C1CC1 | -1.8
C[C@H]1[C@H](NCc2cccnc2)CC[C@@]23CCCN2C(=O)CCC[C@@H]13 | -0.3
Cc1nc2cc(C(=O)N3CCN(C(=O)C(C)(C)C)CC3)ccc2n1C1CCCC1 | -6.0
Nn1c(SCc2cccc3ccccc23)nnc1-c1n[nH]c2c1CCC2 | -0.9
CC1CCN(c2ccc(C(=O)O)cc2NS(=O)(=O)c2cccc3cccnc23)CC1 | -4.4
Cc1nn(-c2ccccc2)c2sc(C(=O)NCc3ccc4c(c3)OCO4)cc12 | 5.2
NC(=O)C1CCN(c2nc(-c3ccc4c(c3)OCCCO4)cs2)CC1 | -5.5
COC(=O)[C@]12CCCCC=C1N(Cc1ccc(OC)cc1)C(=O)[C@@H]2CC(=O)NCc1ccc(OC)c(OC)c1 | -1.8
CC(=O)c1cc(-c2csc(C=O)c2)c(=O)n2c1CCC2 | -16.9
CC(=O)c1cc(-c2ccccc2)n(CC(=O)NCc2ccccc2)c1C | 0.0
CC(C)CNc1cccc2c1S(=O)(=O)N(Cc1cn(Cc3cccc(F)c3)nn1)Cc1ccccc1O2 | 0.3
O=C(NCc1ccc(C(=O)NCC2CCCO2)cc1)c1cccc(Br)c1 (stereo not drawn) | 2.0
N#CCc1ccc(OC[C@@H](O)CN2CCC(C(O)(c3ccccc3)c3ccccc3)CC2)cc1 | 1.0
O=C1C[C@H](c2ccc3ccccc3c2)N=C2N1/C(=C\c1ccccc1)[C@@H](c1ccccc1C(F)(F)F)N2Cc1ccc2c(c1)OCO2 | 1.3
S=c1[nH]nc(-c2n[nH]c3c2CCC3)n1N=Cc1c2ccccc2cc2ccccc12 | 1.6
CCn1c(SCC(=O)N/N=C/c2cccc(Oc3ccccc3)c2)nnc1-c1ccccc1 | 2.7
Cc1ccc(-c2cc(-c3nnc(SCc4cccc5ccccc45)n3N)[nH]n2)cc1 | -1.2
COc1cccc(N(C)C(=O)[C@@H](C2CC2)[C@@H](O)c2ccc(C(C)=O)cc2)c1 | -1.9
CCCCCN1CCCCC(NC(=O)c2cccc(C(F)(F)F)c2)C1=O (stereo not drawn) | -2.2
Cc1ccc(C(=O)N2CCC(Oc3cccnc3)CC2)cc1 | -0.1
Cc1ccccc1C(=O)N1CCC(Oc2cccnc2)CC1 | -3.8
CC(C)c1ccc(OC[C@@H](O)CN2CCC(C(O)(c3ccccc3)c3ccccc3)CC2)cc1 | -1.0
C[C@@H]1CCCN1c1cccc2c1S(=O)(=O)N(C1CC1)CCCO2 | -0.5
COC(=O)c1cc(-c2ccc(C)c(C)c2)c(=O)n2c1CCC2 | -0.2
COc1cccc(NC(=O)Nc2c(-c3ccc(C)cc3)nc3ncccn23)c1 | -0.5
COc1ccc(-c2nnc(SCC(=O)NN=C(C)c3cccc4ccccc34)n2-c2ccc(C)cc2)cc1 | 0.3
C#CCN(C1CC1)S(=O)(=O)c1ccccc1Br | 1.2
CCc1nccn1CC(=O)c1ccc(O)c(O)c1 | -6.8
Cc1nc2ccc(S(=O)(=O)NCC(=O)N(C)Cc3ccccc3F)cc2s1 | 0.9
Cc1ccc(NC(=O)Cc2cccc(F)c2)c(S(=O)(=O)N2CCOCC2)c1 | 0.4
O=C(OC12CCCN(C1)/C(=C/c1ccc(Cl)cc1)C2)c1cccc(F)c1 (stereo not drawn) | 2.4
COC(=O)[C@]12C[C@H](CC(=O)NCc3cccc4ccccc34)C(=O)N(Cc3ccco3)C1=C[C@H](COCc1ccccc1)O[C@@H]2C | -4.5
Cc1ccc(-c2nc(C3CCCN(S(=O)(=O)c4ccc(Br)s4)C3)no2)cc1 (stereo not drawn) | -3.9
O=S1(=O)c2ccc(N3CCC[C@@H]3CO)cc2O[C@@H]2CCN1C2 | -3.6
COc1ccc(-n2c(SCC(=O)Nc3ccc4c(c3)OCCO4)nnc2-c2ccc(Cl)cc2)cc1 | 0.0
N#Cc1ccccc1NCCCN1CCC(C(O)(c2ccccc2)c2ccccc2)CC1 | -4.8
CCn1c(SCC(=O)c2ccc(-c3ccccc3)cc2)nnc1-c1ccccc1OC | 11.3
CC(C)c1ccc(NC(=O)O[C@H]2CC[C@@]34CCCN3C(=O)CCC[C@H]4[C@H]2C)cc1 | 5.0
O=C(NCCc1c[nH]c2ccccc12)OCc1cn(Cc2ccc(F)c(F)c2)nn1 | -0.8
O=C(c1cccc(F)c1)n1ccc2ccc(-c3ccc4ccn(Cc5ccccc5)c4c3)cc21 | 0.1
C[C@H]1[C@@H](N(C)CC2CCCCC2)CC[C@@]23CCCN2C(=O)CCC[C@@H]13 | -0.9
COc1cccc(CN[C@@H]2CC[C@@]34CCCN3C(=O)CCC[C@H]4C2)c1 | -7.3
O=C(CSc1nnc(-c2cccnc2)n1-c1ccc(Cl)cc1)Nc1ccc(S(=O)(=O)Nc2nccs2)cc1 | -3.9
COc1ccccc1CCNC(=O)CSc1nc2c([nH]1)c(=O)n(C)c(=O)n2C | -2.6
COC(=O)C[C@H]1CC[C@H]2[C@H](COc3ccc(NC(=O)Nc4ccccc4F)cc3C(=O)N2C)O1 | -3.3
Cc1nc2ccc(S(=O)(=O)NCC(=O)NCc3cccs3)cc2s1 | 4.2
C[C@@H]1[C@@H](c2ccccc2)c2cc3ccccc3nc2-c2nc3ccccc3cc2[C@@H]1C(=O)N1CCCC1 | -1.8
COC(=O)C1CN(CCO)CCS(=O)(=O)N1Cc1cn(Cc2cccc(Cl)c2)nn1 (stereo not drawn) | -3.2
COC(=O)[C@]12C[C@H](CC(=O)NCc3cccc4ccccc34)C(=O)N(Cc3ccc(Cl)cc3Cl)C1=C[C@H](C1CCCC1)O[C@@H]2C | -1.0
CN(Cc1ccccc1)C(=O)OCc1cn(Cc2ccccc2C(F)(F)F)nn1 | 3.5
N#C[C@@H]1N[C@H](CO)[C@@H]1c1ccccc1 | -7.3
COC(=O)[C@]12C[C@H](CC(=O)N3CCSCC3)C(=O)N(Cc3ccco3)C1=C[C@H](C1CCCC1)O[C@@H]2C | 1.1
c1ccc(Cn2c(SCC3CCCCC3)nnc2-c2cccnc2)cc1 | 0.6
COc1ccc(S[C@]2(C(=O)N3CCN(C(C)=O)CC3)CC(=O)N[C@@H]2c2ccc(OC)cc2)cc1 | -4.9

Arranged by molar mass (rising): some entries from above
SMILES | PI4K2A block
CN(Cc1ccccc1)C(=O)OCc1cn(Cc2ccccc2C(F)(F)F)nn1 | 3.5
COC(=O)[C@]12C[C@H](CC(=O)N3CCSCC3)C(=O)N(Cc3ccco3)C1=C[C@H](C1CCCC1)O[C@@H]2C | 1.1
COC(=O)[C@]12C[C@H](CC(=O)NCc3cccc4ccccc34)C(=O)N(Cc3ccc(Cl)cc3Cl)C1=C[C@H](C1CCCC1)O[C@@H]2C | -1.0

Further compounds:
SMILES | PI4K2A block
COc1ccccc1N1CCN(CC(O)COc2cc(OC)c(OC)c(OC)c2)CC1 (stereo not drawn) | 2.8
Cc1ccc(OCCOc2c(Cl)cc(Cl)cc2Cl)c([N+](=O)[O-])n1 | 1.7
COc1ccc(C2c3ccccc3NC3C2C(=O)N(Cc2ccc(OC)cc2OC)[C@H]3Cc2ccccc2)cc1 (stereo partly drawn) | 2.2
CCN(CC)CC(=O)Oc1ccc(NC(C)=O)cc1 | -2.2
COC(=O)[C@]12C[C@H](CC(=O)NCCC(C)C)C(=O)N(Cc3cccc4ccccc34)C1=C[C@H](C(C)(C)C)O[C@@H]2C | -1.4
COC(=O)[C@]12C[C@H](CC(=O)NCc3cccc4ccccc34)C(=O)N(Cc3ccco3)C1=C[C@H](C(C)(C)C)O[C@@H]2C | -3.7
N#Cc1ccc(/C=C2\CC3(OC(=O)c4ccc(F)cc4)CCCN2C3)cc1 (stereo not drawn) | 0.9
O=C(OC12CCCN(C1)/C(=C/c1ccncc1)C2)c1ccccc1 (stereo not drawn) | -3.6
COc1cccc(N(C)C(=O)[C@@H](C2CC2)[C@@H](O)c2ccc(Cl)cc2)c1 | 3.2
Cc1ccccc1CNC1CCC12CCC(c1ccccc1)CC2 (stereo not drawn) | -5.4
COC(=O)[C@]12C[C@H](CC(=O)NCc3cccc4ccccc34)C(=O)N(Cc3ccco3)C1=C[C@H](C(C)C)O[C@@H]2C1CC1 | -3.5
CC(C)CSc1nnc(-c2cccnc2)n1Cc1ccccc1 | -3.2
CCC(NC(=O)CN1CCN(c2cccc(OC)c2)CC1)c1ccccc1 (stereo not drawn) | 3.1
C/C(=N\NC(=O)Cc1cc(=O)[nH][nH]1)c1ccc([N+](=O)[O-])cc1 | -7.4
COC(=O)c1cccc(Cn2ccc3ccc(-c4ccc5ccn(C(=O)c6cccc(OC)c6)c5c4)cc32)c1 | -2.6
CCCCOCCCNC(=O)C[C@H]1C[C@@]2(C(=O)OC)C(=C[C@H](COCc3ccccc3)O[C@@H]2C)N(CCc2ccc(OC)c(OC)c2)C1=O | -0.5
COc1ccc2c(c1)N=CN1CCc3c([nH]c4ccccc34)C3=NCC[C@@]321 | 3.0
CSCCCNc1nc(C)nc2c1nnn2Cc1ccccc1 | 2.0
CCCOc1ccc(-c2cc(C(C)=O)c3n(c2=O)CCC3)cc1 | -3.8
COC(=O)[C@]12C[C@H](CC(=O)NCC3CCCCC3)C(=O)N(Cc3cccc4ccccc34)C1=C[C@H](C1CCCC1)O[C@@H]2C | -1.9
O=C(OC12CCCN(C1)/C(=C/c1ccncc1)C2)c1cccc(F)c1 (stereo not drawn) | -3.5
C=CCN(CC#Cc1ccccc1)Cc1ccc(OC)cc1 | 4.1
Cc1ccc(C2=CCN(C)C(=O)N2c2ccc(Cl)cc2)cc1 | 4.1
Cc1cc(C)cc(C(=O)OCCCN(C)C2CN(Cc3cn(Cc4ccc([N+](=O)[O-])cc4)nn3)S(=O)(=O)C2)c1 (stereo not drawn) | -1.7
CCCCN1CCN(C(=O)C2CCN(S(=O)(=O)c3ccc4[nH]c(=O)oc4c3)CC2)CC1 | 6.8
Cc1ccccc1CN1CCCCC(NC(=O)c2c(F)cccc2F)C1=O (stereo not drawn) | -2.2
COc1ccc([C@H](C#Cc2ccccc2)CC(=O)O)cc1OC1CCCC1 | -1.8
O=C(C1CCCN(S(=O)(=O)c2cccs2)C1)N1CCN(Cc2ccccc2)CC1 (stereo not drawn) | -0.3
CSCCCNC(=O)CN1C(=O)C2CCCCN2C(=O)c2ccccc21 (stereo not drawn) | 1.0
CC(C)=CC([C@]12C[C@H](CO)N[C@@H]1Nc1ccccc12)S(=O)(=O)c1ccccc1 (stereo partly drawn) | -1.9
O=C(Nc1ccccc1)N1CCN(Cc2nc3ccccc3c(=O)[nH]2)CC1 | -0.3
CNc1nc(N)c([N+](=O)[O-])c(Nc2cccc(Br)c2)n1 | -1.9
COc1ccc(-c2noc(C3CCCN(C(=O)Nc4ccc5c(c4)OCO5)C3)n2)cc1 (stereo not drawn) | -2.4
O=C(CN1C(=O)C2(OCCCO2)c2ccccc21)NCc1ccc(F)cc1 | 5.8
COC(=O)[C@]12C[C@H](CC(=O)NCC3CCCCC3)C(=O)N(Cc3ccc(Cl)cc3Cl)C1=C[C@H](COCc1ccccc1)O[C@@H]2C | -2.4
CCC(=O)OCCCN1CCC2(CCCCC2)C1=O | -3.1
COC(=O)[C@]12C[C@H](CC(=O)NCc3cccc(C(F)(F)F)c3)C(=O)N(CCc3ccc(OC)c(OC)c3)C1=C[C@H](C(C)C)O[C@@H]2C1CC1 | -0.2
COC(=O)[C@]12C[C@H](CC(=O)N3CCN(C(=O)C4CC4)CC3)C(=O)N(CCC3=CCCCC3)C1=C[C@H](C(C)C)O[C@@H]2C1CC1 | -0.9
O=C(c1ccc(F)cc1F)N1CCC(Oc2cccnc2)CC1 | -1.4
Nc1nc(Cl)nc2c1ncn2[C@@H]1O[C@H](CO)[C@@H](O)[C@@H]1F | -1.6&7.2
CCOC(=O)Nc1ccc2c(c1)[C@]1(CC(=O)N(CC(C)C)C1c1ccccc1)C(=O)N2C (stereo partly drawn) | -3.1
Nc1[nH]c(C(=O)c2ccccc2)c(-c2ccc3ccccc3c2)c1C(=O)NCCc1ccc(Cl)cc1 | -2.7
CCCCCCCCN1C(=O)[C@@H](CC(=O)N2CCOCC2)C[C@@]2(C(=O)OC)C1=C[C@H](COCc1ccccc1)O[C@@H]2C | 2.5
O=C(Nc1nc(Cc2ccccc2)c(Cc2ccccc2)n1Cc1ccccc1)c1ccccc1 | 0.4

Given as labelled records: part of the list above.
Nc1nc(Cl)nc2c1ncn2[C@@H]1O[C@H](CO)[C@@H](O)[C@@H]1F
  PI4K2A block: -1.6&7.2
CCOC(=O)Nc1ccc2c(c1)[C@]1(CC(=O)N(CC(C)C)C1c1ccccc1)C(=O)N2C (stereo partly drawn)
  PI4K2A block: -3.1
Nc1[nH]c(C(=O)c2ccccc2)c(-c2ccc3ccccc3c2)c1C(=O)NCCc1ccc(Cl)cc1
  PI4K2A block: -2.7
CCCCCCCCN1C(=O)[C@@H](CC(=O)N2CCOCC2)C[C@@]2(C(=O)OC)C1=C[C@H](COCc1ccccc1)O[C@@H]2C
  PI4K2A block: 2.5

The list is partial; rates above refer to the full screens.
